Source: PubChem
GALK inh: qHTS Assay for Inhibitors of Human Galactokinase (GALK) | P51570 | Potency, µM (titrated, usually from 57.5 µM), for inactives: top-dose activity change, negative = inhibition, most hits filed as inhibitors | AID 1868, 2009 | 270,000 compounds, 0.007% hits | Purified GALK, Kinase-Glo residual ATP luminescence; also: potency is read from the fitted curve at half-maximal effect; % is scaled to controls: 0 for no effect and ±100 for the full control effect
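The enzyme phosphorylates galactose (100 uM) using ATP (35 uM); inhibition is detected as higher residual ATP, quantified by bioluminescence after 1 h reaction at room temperature, pH 8.0.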
Giardia kill: Small Molecules that selectively kill Giardia lamblia: qHTS; activity change, % at 7.66 µM, hits read low; Giardia lamblia trophozoite viability; AID 540267, 2011; 340,000 compounds, 0.15% hits; in the data active = activity change below about -80%; inconclusive = between about -30% and that limit;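 also: parasites exposed to compound for two days anaerobically before the ATP read; % is scaled to controls: 0 for no effect and ±100 for the full control effect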
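Trophozoites 100 cells/well + cpd; 48 hrs, 37 deg C, anaerobic. ATPLite 1-Step added, 15-30 min RT, luminescence read (ATP-based viability).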
TCR activator: Activators of T cell receptors: qHTS campaign. primary human leukocytes, anti-CD3, IL-2 HTRF, 48 h. Potency, µM (top dose mostly 9.22 µM), inactives show at the highest dose activation of IL-2 secretion, actives largely listed as activators. 330,000 tested, under 10 active. AID 504894, 2011; also: % of control where 0% means no effect
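Activity was scored as IL-2 release from primary human leukocytes given only a TCR signal (a-CD3 beads) plus compound for 48 hr. Detection used a two-antibody HTRF format read at 665nm.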
CXXC DNA block: qHTS Fluorescence Polarization Assay for Inhibitors of MLL CXXC domain - DNA interaction | Histone-lysine N-methyltransferase 2A (Homo sapiens), Q03164 | MLL-CXXC / FITC-HOXA9 DNA fluorescence polarization | Potency, µM (doses to about 115 µM), without a hit: at the highest dose activity change, negative = inhibition, hits mostly inhibitors | 290,000 compounds, 0.037% hits | AID 2662, 2010; active = well fitted inhibition curve with a large enough effect in the polarisation, with a control signal flat, not every such curve was filed as active; inconclusive = small, poorly fitted or top-dose-only effect, or effect the other way, or a change in a side signal; inactive = no such curve, though single readings can be large or run the other way; the % refers to the polarisation; also: potency is read from the fitted curve at half-maximal effect
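Purified MLL-CXXC (added from a 7 uM solution) was preincubated 5 min at ambient with pinned compounds in 50 mM Tris-HCl pH 7.5, 50 mM NaCl, 1 mM DTT, 0.05% BSA. Fluorescein-labeled HOX-A9 DNA (50 nM solution) followed, 30 min, then polarization read.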
KCNH2 WT inh: qHTS for Inhibitors of KCHN2 3.1: Wildtype qHTS. U2OS, BacMam KCNH2, thallium flux FluxOr; hits give low values. activity change, % at 1.84 µM. 340,000 compounds, 0.37% hits. AID 720551, 2013;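 active = maximum activity change below -70%; inconclusive = maximum activity change between -70% and -50%; inactive = maximum activity change above -50%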; also: % is scaled to controls: 0 for no effect and ±100 for the full control effect
Target sequence (Q12809 whole entry, looked up): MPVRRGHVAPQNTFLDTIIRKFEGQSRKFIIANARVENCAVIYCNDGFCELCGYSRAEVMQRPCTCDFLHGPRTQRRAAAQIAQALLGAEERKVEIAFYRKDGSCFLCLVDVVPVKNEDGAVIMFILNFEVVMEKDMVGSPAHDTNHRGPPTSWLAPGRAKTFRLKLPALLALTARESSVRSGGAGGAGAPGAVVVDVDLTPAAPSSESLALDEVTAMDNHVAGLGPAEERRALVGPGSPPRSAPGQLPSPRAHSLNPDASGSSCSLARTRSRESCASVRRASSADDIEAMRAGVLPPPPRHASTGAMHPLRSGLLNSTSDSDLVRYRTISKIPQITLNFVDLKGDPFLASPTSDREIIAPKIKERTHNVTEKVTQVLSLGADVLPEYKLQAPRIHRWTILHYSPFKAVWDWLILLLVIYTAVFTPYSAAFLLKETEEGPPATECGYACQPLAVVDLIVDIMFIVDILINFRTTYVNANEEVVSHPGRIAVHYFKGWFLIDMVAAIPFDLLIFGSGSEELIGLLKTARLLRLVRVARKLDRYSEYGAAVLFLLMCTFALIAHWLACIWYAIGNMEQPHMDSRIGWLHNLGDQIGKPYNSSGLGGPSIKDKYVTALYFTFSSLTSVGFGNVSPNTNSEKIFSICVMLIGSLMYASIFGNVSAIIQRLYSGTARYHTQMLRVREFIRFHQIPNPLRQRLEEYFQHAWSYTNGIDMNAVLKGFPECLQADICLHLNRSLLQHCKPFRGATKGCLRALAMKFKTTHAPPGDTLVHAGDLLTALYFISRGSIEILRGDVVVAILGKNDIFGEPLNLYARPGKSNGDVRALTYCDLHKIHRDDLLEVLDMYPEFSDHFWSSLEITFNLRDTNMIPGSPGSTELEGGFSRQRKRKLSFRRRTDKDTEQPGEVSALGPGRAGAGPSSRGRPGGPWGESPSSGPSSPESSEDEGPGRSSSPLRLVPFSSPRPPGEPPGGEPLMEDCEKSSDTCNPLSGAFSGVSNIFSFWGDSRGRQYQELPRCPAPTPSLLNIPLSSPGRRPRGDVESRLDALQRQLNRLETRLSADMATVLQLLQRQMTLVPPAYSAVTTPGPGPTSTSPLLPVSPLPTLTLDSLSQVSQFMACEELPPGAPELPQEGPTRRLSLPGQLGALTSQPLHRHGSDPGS
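U2OS cells transduced with wild-type KCNH2 virus are loaded with FluxOr dye for 45 min, and thallium flux is measured in kinetic reads before and after stimulation buffer. Rate constants are normalized to DMSO controls.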
TSHR antag: Antagonists of the Thyroid Stimulating Hormone Receptor: HTS campaign. Thyrotropin receptor (Homo sapiens), P16473. TSHR-expressing cells, TSH-stimulated cAMP HTRF, 2 h; hits give low values. activity change, negative = inhibition, % at 11.5 µM. 330,000 compounds, 0.2% hits. AID 504810, 2011;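 active = activity change below a set negative limit, meaning inhibition stronger than a set level, cut at about -70% in these data; inconclusive = activity change between two set negative limits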; also: % is scaled to controls: 0 for no effect and ±100 for the full control effect
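Freshly harvested TSHR cells receive pin-tooled compound, then EC80 TSH at 4nM final. After 2 hours at 37 deg C, antibody in lysis buffer and cAMP-d2 are added; 30 minutes at ambient temperature precede the HTRF read.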
Tb PFK inh: qHTS Assay to Find Inhibitors of T. brucei phosphofructokinase | ATP-dependent 6-phosphofructokinase (Trypanosoma brucei brucei), O15648 | T. brucei PFK, ADP-Glo luminescence | Potency, µM (highest dose often 57.5 µM), without a hit: at the top dose activity, negative = inhibition, usual class: inhibitors | 330,000 compounds, 0.17% hits;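 also: potency is read from the fitted curve at half-maximal effect; 0% = uninhibited 1x PFK enzyme wells and -100% = no-enzyme wells; nearly all actives have a fitted effect of over 60% in size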
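ADP-Glo luminescence quantified ADP after 45 min at room temperature, with 1.25 nM T. brucei PFK, 0.1 mM ATP and 0.5 mM fructose-6-phosphate in pH 8.0 TEA buffer. qHTS titrations up to 57 µM; curves classified by quality.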
Chronic BCR inh: qHTS Assay to Find Inhibitors of Chronic Active B-Cell Receptor Signaling; ABC-DLBCL IkBa-CBG/CBR reporter, luminescence ratio, 4 h; Potency, µM (series often up to 46.1 µM), for inactives: at the highest dose ratio change, negative = lower green/red ratio, usual class: inhibitors; 340,000 compounds, 0.05% hits; active = well fitted inhibition curve with a large enough effect in the signal ratio, with a control signal flat, not every such curve was filed as active; inconclusive = small, poorly fitted or top-dose-only effect, or effect the other way, or a change in a side signal; the % refers to the signal ratio;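 also: potency is read from the fitted curve at half-maximal effect; plate controls were basal doxycycline-induced cells for no effect and cells given 10 µM MG132 for full effect; MG132 reads +100%, hits lower the ratio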
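Concentration-response series (up to 46 uM) were applied to TMD8 dual-reporter cells for 4 h at 37C with doxycycline. Green/red ratio, after filter-overlap correction, defined %Activity; red signal alone was normalised to basal cells and zero luminescence.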
A-T KAP1 phos: qHTS Assay for Identifying a Potential Treatment of Ataxia-Telangiectasia; AID 485349, 2010; 320,000 compounds, 0.19% hits; Potency, µM (top dose mostly 57.5 µM), without a hit: at the top dose activation, hits mostly activators; […] A-T fibroblasts, KAP-1 phosphorylation AlphaLISA; neocarzinostatin DNA damage 30 min before lysis; also: potency is read from the fitted curve at half-maximal effect; % of control where 0% means no effect; nearly all actives have a fitted effect of over 45% in size
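hTERT-immortalized A-T patient fibroblasts ([…]), 500 cells/well in OPTI-MEM, 1% FBS, got compounds for 60 min, then NCS for 30 min at 37C. Lysates were then assayed for phospho-KAP-1 by AlphaLISA (anti-pKAP1 donor, anti-KAP1 acceptor beads), 6 hr at 25C.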
Coupling enz: qHTS Assay for Inhibitors of Fructose-1,6-bisphosphate Aldolase from Giardia Lamblia: Coupling assay counterscreen; 290,000 compounds, 0.67% hits; AID 2472, 2010; coupling enzyme system counterscreen, AmpLite Red fluorescence; activity change, negative = inhibition, % at 58.2 µM, hits read low; in the data active = activity change below about -30%; also: % is scaled to controls: 0 for no effect and ±100 for the full control effect
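Fluorescence at 525 nm excitation and 598 nm emission measured inhibition of the coupled detection system without aldolase. Compounds (at 57.5 uM final) were preincubated 10 min at room temperature with coupling enzyme reagent before a 20 min substrate/AmpLite Red step.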
An asterisk follows results filed as active; ? = inconclusive; · = not tested or not shown; [ ] = another dose, or the depositor's remark. Unless noted, calls follow the shape of the dose curve; as a rule, active = well fitted curve in the direction sought with a large enough effect; inconclusive = small, poorly fitted or top-dose-only effect, or another doubt; inactive = no such curve, though single readings can be large; an effect the other way counts as inactive or inconclusive.

SMILES	GALK inh	Giardia kill	TCR activator	CXXC DNA block	KCNH2 WT inh	TSHR antag	Tb PFK inh	Chronic BCR inh	A-T KAP1 phos	Coupling enz
COc1ccc(N(CC(=O)Nc2ccc(C(N)=O)cc2)S(=O)(=O)c2ccc(C)c([N+](=O)[O-])c2)cc1	-2.1%	3.1	3.4%	-8.2%	6.8	-10.2	0.4%	-5.1%	0.2%	0.9
COc1ccccc1N1CCN(c2ccnc3cc(Cl)ccc23)CC1	-3.1%	21.1	-1.0%	3.9%	7.6	-15.4	-1.4%	20µM*	6.8%	0.4
N#Cc1ccccc1NC(=O)COc1ccccc1C(=O)Nc1ccccc1	·	-0.9	10.8%	·	2.1	24.8	0.0%	?	6.1%	·
CCOc1ccccc1NC1=C(Cl)C(=O)N(Cc2ccccc2)C1=O	0.3%	-1.0	6.0%	6.8%	9.2	-13.4	-1.2%	8.3%	2.2%	1.2
COC(=O)C1CCN(S(C)(=O)=O)CC1	-2.1%	6.9	10.5%[46.1 µM]	-2.2%	-12.2	6.8	2.0%	1.2%	2.4%	2.1
Cc1ccc2c3c(c(SCC(=O)Nc4nonc4C)nc2c1)CCCC3	-2.7%	-4.0	·	1.7%	-2.5	2.8	-2.8%	-1.0%	-0.6%	1.1
O=C(Nc1cc(C(F)(F)F)ccc1N1CCOCC1)c1ccc(Br)o1	1.8%	4.9	·	-5.5%	11.8	·	·	·	·	-4.2
COC(=O)c1ccccc1NC(=O)CNC(=O)c1ccco1	-0.2%	-12.4	2.8%	-3.7%	1.5	-0.7	-8.0%	-6.9%	2.4%	3.8
CC12CCC(=O)N1C(C(=O)Nc1cc(C(F)(F)F)ccc1N1CCCCC1)CS2 (configuration not stated)	·	-3.2	-26.9%	·	-0.4	-13.3	-0.6%	9.3%	5.5%	·
Cc1oc2cc3oc(=O)c(CC(=O)NCCCC(=O)O)c(C)c3cc2c1C	-1.6%	-8.4	5.9%	-17.5%	2.4	0.0	4.0%	5.5%	-1.5%	1.4
O=C(CSc1nnc(NC(=O)c2ccc3c(c2)OCO3)s1)NCc1ccco1	-2.8%	?	-1.6%	-3.5%	-19.4	-6.4	5.3%	-0.7%	1.1%	-0.2
OC(CNC1CCCC1)COc1c(F)cc(Br)cc1F (configuration not stated)	2.0%	2.3	-2.9%	48.5%[activator]	-0.4	5.8	-0.4%	2.1%	0.9%	1.3
COc1ccc(N/N=C(/C(C)=O)N2CCCc3ccccc32)cc1	-0.6%	2.7	5.6%	-2.4%	0.8	-1.0	-11.2%	?	-0.1%	-10.2
COc1ccc(-c2noc(-c3ccccc3C(=O)NCC3CCCO3)n2)cc1 (configuration not stated)	7.7%	2.0	3.1%	5.7%	-18.3	4.1	0.8%	-23.8%	0.5%	0.8
C=CCN(CC=C)Cc1ccc(C(=O)OC)o1	-1.8%	6.4	4.8%	-8.7%	6.5	-0.8	0.2%	-0.4%	-0.4%	-1.2

In a second layout: two of the compounds above
| canonical_smiles | GALK inh | Giardia kill | TCR activator | CXXC DNA block | KCNH2 WT inh | TSHR antag | Tb PFK inh | Chronic BCR inh | A-T KAP1 phos | Coupling enz |
| --- | --- | --- | --- | --- | --- | --- | --- | --- | --- | --- |
| COc1ccccc1N1CCN(c2ccnc3cc(Cl)ccc23)CC1 | -3.1% | 21.1 | -1.0% | 3.9% | 7.6 | -15.4 | -1.4% | 20µM* | 6.8% | 0.4 |
| O=C(CSc1nnc(NC(=O)c2ccc3c(c2)OCO3)s1)NCc1ccco1 | -2.8% | ? | -1.6% | -3.5% | -19.4 | -6.4 | 5.3% | -0.7% | 1.1% | -0.2 |

Continued.
SMILES	GALK inh	Giardia kill	TCR activator	CXXC DNA block	KCNH2 WT inh	TSHR antag	Tb PFK inh	Chronic BCR inh	A-T KAP1 phos	Coupling enz
COc1ccccc1NC(=S)N(Cc1ccc(C)cc1)Cc1ccccn1	0.0%	6.1	-3.1%	-4.5%	1.0	11.3	3.1%	?	6.4%	-8.3
Cn1c(=O)c(C(=O)CN2CCc3ccccc32)c(N)n(Cc2ccccc2)c1=O	2.9%	-0.1	2.9%[46.1 µM]	3.4%	-1.4	-10.1	-2.2%	-6.5%	7.4%	-2.8
CCCCc1cc(=O)oc2cc(C)cc(OCC(=O)N3C[C@H]4C[C@@H](C3)c3cccc(=O)n3C4)c12	·	32.3[activator]	-2.0%	-8.6%	-1.9	-4.9	2.1%	-6.5%	-2.8%	-2.2
CC[C@H](C)C(C(=O)N1CCN(C(=O)OC(C)(C)C)CC1)n1cc(C(CO)NC(=O)OC(C)(C)C)nn1 (some centres not stated)	1.5%	19.5	0.3%	-28.6%	-1.7	-5.9	-7.1%	0.2%	-1.0%	4.0
COc1cccc(NC(=O)CS(=O)(=O)c2cn(CC(=O)N3CCOCC3)c3ccccc23)c1	-0.5%	-18.3	0.4%	0.2%	8.5	4.7	-5.1%	?	-1.5%	0.4
Cc1c(Br)cc(C(=O)OC2CCN(C)CC2)c(C)c1C	-4.9%	-4.5	-1.0%	-10.4%	-0.5	-0.4	-1.8%	-3.6%	?	0.5
CCCc1cc(=O)[nH]c(SCCOc2ccc(OCC)cc2)n1	-5.1%	1.0	-3.9%	?	0.4	0.2	-0.9%	?	5.5%	-4.9
CCC(=O)c1ccc(OCC(=O)OCC(=O)NCCCc2ccccc2)cc1	·	15.7	5.2%	·	-3.5	-9.4	-6.4%	-0.7%	-2.5%	·
CC1CCCC(C)N1C(=O)Cn1c(SCC(=O)Nc2ccc3c(c2)OCO3)nc2ccccc21 (configuration not stated)	3.3%	-3.6	-2.6%	15.7%	7.1	-7.0	1.8%	0.7%	0.3%	0.0
O=C(Nc1ccccc1O)c1cc2cc(Br)ccc2oc1=O	0.5%	-1.4	-0.6%	9.4%	1.3	-29.6	17.9%	-10.4%	9.0%	2.4
O=C(Nc1nc2ccc(F)cc2s1)C1=COCCO1	·	-8.6	6.1%	·	-4.8	-2.8	-6.6%	?	-0.8%	·
Cc1cc(-c2[nH]nc3c2C(c2cccc(O)c2)C(C#N)=C(N)O3)c(C)s1 (configuration not stated)	-1.6%	-2.6	0.9%	-0.6%	13.6	1.9	5.7%	?	·	0.0
CSc1ccccc1NC(=O)Nc1ccccc1Cl	5.3%	-2.5	-2.8%	0.8%	5.2	-4.5	0.0%	?	-1.3%	-2.7
CCN1C(=O)/C(=C2\C=Cc3ccccc3N2CC)SC1=S	-0.1%	31.9[activator]	0.1%	-2.7%	-30.1	-5.8	-0.7%	10.7%	-13.6%	-3.0
CCOc1ccc(NC(=O)CN2C(=O)CSc3ccc(S(=O)(=O)N4CCCC4)cc32)cc1	-3.0%	17.2	9.2%	25.8%	0.5	7.0	-6.6%	-1.9%	-3.5%	·
COc1cc2cc(C(=O)N3CCc4ccccc4C3)[nH]c2cc1OC	-3.0%	-0.1	7.7%	11.8%	-0.9	2.7	-5.8%	?	-1.3%	·
COc1ccc(NC(=O)CCCn2nc(C)c3c(C)n(-c4ccccc4)nc3c2=O)cc1	2.8%	-22.0	-3.4%	-4.4%	4.1	11.5	-3.3%	-15.3%	-4.7%	·
Cc1nn(C)c(Cl)c1CN1CCC(n2nccc2NC(=O)C2CCCC2)CC1	-4.7%	-4.6	2.9%	-1.0%	26.5	10.0	0.9%	-10.8%	7.4%	·
O=c1[nH]c2ccccc2nc1-c1cccs1	-2.0%	-28.8	0.3%	-0.5%	-7.9	9.1	3.6%	0.2%	1.4%	3.1
FC(F)(F)c1ccc(N2CCN(c3ncnc4c3nnn4Cc3ccccc3)CC2)nc1	1.6%	-3.3	·	5.3%	0.2	0.6	-5.7%	-0.4%	-5.0%	1.4
C[C@H](CO)N1C[C@H](C)[C@@H](CN(C)S(=O)(=O)c2ccccc2)Oc2ccc(NS(=O)(=O)c3ccccc3)cc2C1=O	·	-15.2	2.6%	·	21.2	8.4	-2.5%	-3.7%	11.2%	·
O=C(COc1ccc2ccccc2c1)Nc1nc2ccccc2[nH]1	-4.0%	-6.0	-3.8%	6.4%	-3.9	-3.1	2.0%	?	1.4%	-1.2
C/C(=N/NC(=O)c1ccc(Cl)s1)c1cccnc1	-0.7%	-6.6	3.7%	-21.2%	5.4	-1.0	-10.0%	?	7.6%	·
COc1ccc(CNC(=O)c2cc3c(=O)[nH]c4ccccc4c3n2C)cc1	0.2%	19.8	-11.3%	0.2%	9.3	0.5	-4.1%	-4.3%	-7.1%	-0.1
